MLLE-PAM2 inh: inhibitors of microRNA-mediated deadenylation, human PABP1 MLLE binding; AID 588489; 360,000 compounds, 0.36% hits; P11940; inhibition, % at 20 µM; GST-MLLE / FITC-PAM2 fluorescence polarization; in the data active means inhibition above about 35%, passing the limit was not always enough;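 further: plate controls were DMSO wells with GST-MLLE for no effect and wells lacking GST-MLLE protein for full effect; some results filed as inactive read as strong as hits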
Neddyl block: blocks human cullin neddylation | calls only at 25 µM | 360,000 compounds, 0.58% hits | P61081+Q13564 | TR-FRET cullin neddylation, biochemical | AID 651699; in the data active means inhibition above about 36%
MsrA act: bovine methionine sulfoxide reductase A activation | purified bovine MsrA, absorbance read-out | AID 602163 | 360,000 compounds, 0.3% hits | activation, % at 10.6 µM; in the data active means activation above about 7.5%;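 further: 0% = vehicle and 100% = reference activator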
MsrA inh: inhibitors of bovine MsrA; purified bovine MsrA, absorbance read-out; inhibition, % at 15.5 µM; 360,000 compounds, 0.75% hits; AID 651718; in the data active means inhibition above about 4.5%;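 further: 0% = vehicle wells with enzyme and 100% = reference inhibitor wells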
Tb MetRS inh: blocks T. brucei methionyl-tRNA synthetase activity | purified T. brucei MetRS, ATP depletion, Kinase-Glo luminescence | inhibition, % at 11.9 µM | 360,000 compounds, 0.4% hits;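 active means inhibition above a per-plate cutoff of the control wells' mean inhibition plus 3 SD, cut at about 5.5% in these data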;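 further: 0% = DMSO wells median and 100% = median of wells with control inhibitor compound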
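Material – parasite MetRS enzyme · Medium – HEPES-MgCl2-KCl buffer plus DTT, spermine, BSA, pyrophosphatase · Reagent – ATP, methionine and E. coli bulk tRNA substrates · Times – 15 min enzyme-compound preincubation, 2 h reaction, 10 min detection, 25 °C · Measured by – luminescence of leftover ATP · Evaluation – percent inhibition relative to median high and low control wells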
CSN inh: CSN deneddylation inhibition; Q92905; Purified CSN, SCF-Nedd8-OG deneddylation, fluorescence polarization; inhibition, % at 12.5 µM; 360,000 compounds, 0.38% hits;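 active means pattern-corrected inhibition above about 35%, with an unprinted fluorescence ratio check between 0.5 and 1.5, limit read from the data, passing the limit was not always enough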;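 further: 0% = enzyme with substrate and 100% = substrate without enzyme; some results filed as inactive read as strong as hits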
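Assay system: purified human Csn5 enzyme expressed in HEK293T cells; Input: 0.24 nM Csn5 enzyme, final concentration; Reagent: 10 nM SCFSkp2-Nedd8OG; Compound dosing: 12.5 µM single point; Times: reaction 90 min, room temperature; Technique: fluorescence polarization readout.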
E coli Lon inh: E. coli protease La inhibition | 360,000 compounds, 0.42% hits | inhibition, % at 7.94 µM | purified E. coli Lon protease, fluorescence polarization; in the data active means inhibition above about 13%, passing the limit was not always enough;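 further: 0% = enzyme with probe and DMSO and 100% = no enzyme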
FAS-TE inh: blocks the thioesterase domain of human fatty acid synthase | P49327 | AID 602261 | inhibition, % at 15 µM | 360,000 compounds, 0.67% hits | recombinant FAS-TE, OMFH fluorogenic substrate, fluorescence endpoint;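 active means compounds whose normalised, plate-corrected inhibition of enzyme fluorescence in the single-dose primary screen is 50% or more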;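 further: 0% = DMSO with enzyme and 100% = substrate without enzyme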
Rin1-Abl PPI inh: human Rin1-Abl interaction inhibition; TR-FRET Rin1/Abl binding, biochemical; AID 588664; inhibition, % at 7.35 µM; 360,000 compounds, 0.4% hits; in the data active means inhibition above about 5%, passing the limit was not always enough
Active calls of the source: *; i = inactive; . = no result given.

Codes – A = MLLE-PAM2 inh; B = Neddyl block; C = MsrA act; D = MsrA inh; E = Tb MetRS inh; F = CSN inh; G = E coli Lon inh; H = FAS-TE inh; I = Rin1-Abl PPI inh
C[C@H](O)[C@@H]1C(=O)N2CCc3ccc(N4CCN(C)CC4)cc3[C@@H]2C[C@@H]1N(C)C(=O)c1cccnc1
  A: 7; B: i; C: -4; D: 1.1; E: -1.9; F: -2; G: -8; H: -8; I: 0

Cc1ccc(S(=O)(=O)N2CCN(C(=O)c3cc(C4CC4)nc4c3cnn4C(C)C)CC2)cc1
  A: -20; B: i; C: 3; D: -0.6; E: -0.2; F: -5; G: 4; H: 21; I: 2

Nc1ccc(S(=O)(=O)Nc2nccc(/C=C/c3ccccc3F)n2)cc1
  A: 3; B: i; C: -8; D: 1.2; E: -1.2; F: -11; G: 2; H: -3; I: 2

Cc1nn(C(=O)CCCn2cc([N+](=O)[O-])cn2)c(C)c1Cl
  A: 5; B: i; C: 1; D: 0.2; E: 0.8; F: 3; G: 0; H: 16; I: -3

Cc1cccc(C)c1OCC(=O)Nc1ccccc1C(F)(F)F
  A: 4; B: i; C: 1; D: -1.0; E: 0.1; F: 4; G: 6; H: 18; I: 0

CN(C)CCNC(=O)CN1C(=O)CSc2ccc(S(=O)(=O)N3CCCCC3)cc21
  A: -19; B: i; C: -1; D: -0.6; E: -0.2; F: -1; G: -3; H: -2; I: 3

CC1CN(C(=O)C(C)N2C(=O)c3ccccc3C2=O)CC(C)O1 (configuration not stated)
  A: 3; B: i; C: -3; D: -1.1; E: 0.2; F: -8; G: 3; H: -3; I: 2

O=C(CCn1nnc2ccccc21)Nc1nnc(COc2ccc(F)cc2)s1
  A: -3; B: i; C: -1; D: -0.9; E: 0.1; F: 3; G: 6; H: -7; I: 0

Cn1cc(/C=C(\NC(=O)c2ccccc2Cl)C(=O)NCCN2CCOCC2)c2ccccc21
  A: 10; B: i; C: -12; D: 4.8*; E: -0.3; F: 3; G: -16; H: -8; I: -8

CC(C)(C)NC(=O)CN(C(=O)CNC(=O)c1cccs1)c1ccccc1F
  A: -2; B: i; C: -3; D: 1.7; E: 0.6; F: 0; G: 4; H: -5; I: 0

COc1cc(/C=N/NC(=O)c2ccc([N+](=O)[O-])cc2Cl)cc(Br)c1O
  A: 11; B: i; C: -1; D: 0.2; E: 0.0; F: -5; G: 0; H: -3; I: -1

N#Cc1cc(-c2ccccc2)cn(Cc2c(Cl)cccc2Cl)c1=O
  A: 8; B: i; C: -2; D: 0.5; E: 0.1; F: -4; G: 1; H: 62*; I: -1

COc1ccc(C)cc1S(=O)(=O)NCc1cccs1
  A: 10; B: i; C: -3; D: 0.1; E: -0.8; F: 5; G: 8; H: -2; I: -1

COc1ccccc1NC(=O)COC(=O)C12CC3CC(CC(Br)(C3)C1)C2
  A: -15; B: i; C: -1; D: 0.1; E: -0.2; F: -1; G: -3; H: 32; I: 1

O=S(=O)(Nc1cccc(S(=O)(=O)N2CCCC2)c1)c1ccccc1F
  A: -1; B: i; C: -2; D: 0.8; E: -0.3; F: -6; G: -7; H: 2; I: 2

Record cards (already shown). Values in the order: MLLE-PAM2 inh	Neddyl block	MsrA act	MsrA inh	Tb MetRS inh	CSN inh	E coli Lon inh	FAS-TE inh	Rin1-Abl PPI inh
Shown for `COc1ccccc1NC(=O)COC(=O)C12CC3CC(CC(Br)(C3)C1)C2` = -15	i	-1	0.1	-0.2	-1	-3	32	1
Shown for `CC1CN(C(=O)C(C)N2C(=O)c3ccccc3C2=O)CC(C)O1` (configuration not stated) = 3	i	-3	-1.1	0.2	-8	3	-3	2
Shown for `N#Cc1cc(-c2ccccc2)cn(Cc2c(Cl)cccc2Cl)c1=O` = 8	i	-2	0.5	0.1	-4	1	62*	-1
Shown for `Cc1ccc(S(=O)(=O)N2CCN(C(=O)c3cc(C4CC4)nc4c3cnn4C(C)C)CC2)cc1` = -20	i	3	-0.6	-0.2	-5	4	21	2

Carrying on:
Codes – A = MLLE-PAM2 inh; B = Neddyl block; C = MsrA act; D = MsrA inh; E = Tb MetRS inh; F = CSN inh; G = E coli Lon inh; H = FAS-TE inh; I = Rin1-Abl PPI inh
O=C(NCCCN1CCCC1=O)c1cccnc1
  A: 1; B: i; C: -7; D: -0.4; E: -0.1; F: 1; G: -6; H: -5; I: 0

COc1ccc(Cl)cc1NC(=O)CN(C)C(=O)C12CC3CC(CC(Cl)(C3)C1)C2
  A: 10; B: i; C: -6; D: 0.2; E: -0.1; F: 0; G: -1; H: 28; I: 1

O=C(Cn1cnc2cc([N+](=O)[O-])ccc2c1=O)Nc1ccc2c(c1)OCO2
  A: -5; B: i; C: -3; D: 0.7; E: 0.3; F: -15; G: 3; H: 75*; I: -2

O=C(c1ccco1)N1CCN(c2cccc(Cl)c2)CC1
  A: 7; B: i; C: -1; D: -0.2; E: -0.6; F: 6; G: -8; H: -1; I: 2

Cc1ccc(-c2nc(Nc3cccc(O)c3)c3ccccc3n2)cc1
  A: 8; B: i; C: -1; D: 1.8; E: -0.3; F: 5; G: -1; H: 30; I: 2

CC[C@H](C)Cc1cn([C@@H](CCCCNC(=O)OC(C)(C)C)C(=O)NCCCCCCCCCCC(=O)N2CCN(C(=O)OC(C)(C)C)CC2)nn1
  A: -5; B: i; C: -5; D: -0.5; E: 0.1; F: 1; G: 5; H: 0; I: 6

COc1ccc(C(=O)N(CN2CCCC2=O)c2ccc(C)cc2)cc1
  A: 4; B: i; C: -4; D: 3.0; E: -0.5; F: -1; G: -15; H: -8; I: 4

O=S(=O)(c1ccccc1F)N1CCN(C(=S)NCc2ccccc2)CC1
  A: -152; B: i; C: -3; D: -1.0; E: -0.1; F: -7; G: -3; H: 3; I: 3

Cc1cc(C)n(/N=C/c2c[nH]c3ccccc23)c(=O)c1C#N
  A: -7; B: i; C: -2; D: 2.3; E: 0.1; F: 1; G: 11; H: -4; I: -5

O=C1C(Cc2c[nH]c3ccccc23)NC(=S)N1C1CCCCC1 (configuration not stated)
  A: -49; B: i; C: -7; D: 1.4; E: -1.0; F: 0; G: -5; H: 5; I: -2

CC(C)c1cccc(-c2ccc3c(c2)S(=O)(=O)c2cccc(C(=O)O)c2C3=O)c1
  A: 12; B: i; C: -1; D: 0.0; E: 0.2; F: 3; G: -11; H: 1; I: -1

CN(C)CCNc1ccc(Cl)cc1[N+](=O)[O-]
  A: 7; B: i; C: -4; D: -0.6; E: -0.1; F: -2; G: -5; H: -7; I: -11

Cc1ccccc1-c1nn(-c2ccc(F)cc2F)cc1CNCC(C)O (configuration not stated)
  A: -4; B: i; C: -4; D: 0.1; E: -0.6; F: -1; G: -4; H: -6; I: 2

CC1CCCN(C(=O)c2ccc(-c3ccccc3Cl)o2)C1 (configuration not stated)
  A: 7; B: i; C: 0; D: -0.5; E: 0.4; F: 0; G: 10; H: 20; I: 0

C=CCNc1c2c(nc3nnnn13)CCCC2
  A: -5; B: i; C: -4; D: 0.1; E: -0.3; F: -4; G: -2; H: -3; I: -6

O=C(Nc1cccc(S(=O)(=O)N2CCCC2)c1)c1cccc(S(=O)(=O)N2CCOCC2)c1
  A: -1; B: i; C: -13; D: -0.3; E: -0.7; F: -1; G: 0; H: 6; I: 4

C/C(Cl)=C/CN1C(=O)C2C3C=CC(C3)C2C1=O (configuration not stated)
  A: -4; B: i; C: -6; D: 0.1; E: -0.5; F: -1; G: -4; H: -9; I: 3

O=C(NCc1ccccn1)C(=O)NN=C1CCCCCCC1
  A: 2; B: i; C: -8; D: 1.3; E: 0.1; F: 3; G: 3; H: -6; I: 5

O=C(c1ccc(CSc2ccccc2)cc1)N1CCCCCC1
  A: 1; B: i; C: -1; D: -0.6; E: 0.5; F: -9; G: -5; H: -7; I: 5

Cc1ccc(S(=O)(=O)NCc2ccccc2)cc1C(=O)NCc1ccccn1
  A: 7; B: i; C: -1; D: -1.1; E: -0.6; F: 4; G: 2; H: -5; I: 0

COc1ccc(C(CNC(=O)CCNS(=O)(=O)c2ccc(C)cc2)N2CCOCC2)cc1 (configuration not stated)
  A: 17; B: i; C: -2; D: -0.2; E: -0.2; F: -1; G: -6; H: -4; I: 2

O=C(Nn1cnnc1)c1ccc([N+](=O)[O-])cc1
  A: 9; B: i; C: -2; D: 0.8; E: -0.8; F: -2; G: -6; H: 4; I: 2

COc1ccc2[nH]c(O)c(N=NC(=O)c3ccc(NS(=O)(=O)c4cccs4)cc3)c2c1
  A: -5; B: i; C: -3; D: 1.1; E: -0.1; F: -6; G: -9; H: -17; I: 0

CCNC(=S)N/N=C/c1ccc(C#N)cc1
  A: 21; B: i; C: -5; D: 3.8; E: 0.2; F: -15; G: 0; H: -7; I: -3

O=C1NCCCC1C(=O)Nc1ccccn1 (configuration not stated)
  A: 23; B: i; C: -4; D: -0.7; E: -0.3; F: -5; G: -12; H: -1; I: -1

CCc1ccccc1NC(=O)NCc1ccccn1
  A: -3; B: i; C: -5; D: 0.4; E: -0.3; F: -3; G: -9; H: -5; I: 2

O=C(c1ccc2c(=O)n(Cc3ccco3)c(=S)[nH]c2c1)N1CCN(c2ccccc2)CC1
  A: -48; B: i; C: 0; D: 0.3; E: -0.3; F: 6; G: 0; H: 23; I: 2

O=C(Nc1cnn(Cc2ccc(Cl)cc2Cl)c1)c1cc(-c2cccs2)on1
  A: 10; B: .; C: -14; D: 0.4; E: -2.0; F: -1; G: 0; H: 10; I: -3

Cc1nc2c([nH]c3ccccc32)c(=O)n1N
  A: 2; B: i; C: -6; D: 1.4; E: -1.3; F: -6; G: 4; H: -3; I: -1

O=C(N/N=C/c1cccs1)C(=O)N1CCCC1
  A: -4; B: i; C: -5; D: 1.5; E: -0.5; F: 1; G: -3; H: -7; I: 3

Cc1ccc(C(=O)NC(=S)N2CCN(c3cc(C)ccc3C)CC2)cc1
  A: -8; B: i; C: -2; D: -0.4; E: -0.2; F: 7; G: -1; H: 25; I: -2

O=C(Cc1cccs1)Nc1nc2c(ccc3ccccc32)s1
  A: -26; B: i; C: 1; D: 1.8; E: -0.1; F: 3; G: -9; H: 27; I: -4

COc1cc(NC(=O)c2ccc(-c3cccc(F)c3)o2)ccc1NC(=O)c1ccccc1Cl
  A: -6; B: .; C: -10; D: 4.0; E: -0.4; F: -4; G: -3; H: 25; I: 3

CC1(C(=O)O)CCCN(C(=O)c2ccc(F)cc2Cl)C1 (configuration not stated)
  A: 14; B: i; C: -4; D: -0.1; E: -0.2; F: 1; G: 0; H: -3; I: -3

N#Cc1cnn2c(=O)[nH]cnc12
  A: -9; B: i; C: 1; D: 0.2; E: -0.1; F: -1; G: -5; H: -4; I: 1

O=c1c2cccnc2n(-c2ccccc2)n1Cc1ccc(Cl)cc1
  A: -13; B: .; C: -2; D: 1.5; E: -0.2; F: -2; G: -1; H: 22; I: 1

c1cncc(CN2CCN(c3cc(-c4cnc5ccccc5c4)nc4ccnn34)CC2)c1
  A: 4; B: i; C: -2; D: -0.5; E: 5.1; F: -3; G: -6; H: -13; I: -6

CCCOc1ccc(N2CC(C(=O)NCCc3ccc(OC)c(OC)c3)CC2=O)cc1 (configuration not stated)
  A: 1; B: i; C: -3; D: -1.0; E: -0.1; F: -4; G: -3; H: -4; I: 1

Cn1c(=O)c2c([nH]c(OCc3ccc(Cl)cc3Cl)[n+]2Cc2ccc(F)cc2)n(C)c1=O
  A: 2; B: i; C: -3; D: 0.0; E: -0.7; F: 3; G: -1; H: 3; I: -2

C=CCSc1nnc(NC(=O)CCN2C(=O)C3CC=CCC3C2=O)s1 (configuration not stated)
  A: -3; B: i; C: -3; D: 0.8; E: -0.5; F: 0; G: -8; H: -6; I: 1

CCCc1nc2nc(C)c(NS(=O)(=O)c3ccc(C4CCCCC4)cc3)c(=O)n2[nH]1
  A: -2; B: i; C: 1; D: -1.0; E: 0.0; F: 0; G: -1; H: 4; I: 4
